From PubChem
FXIIa mix inh – inhibitors of human coagulation factor XIIa, pooled mixtures. P00748. purified FXIIa, fluorogenic substrate. inhibition, % at 5 µM. 0.2% of 62,000 active. AID 684;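 further: 0% = enzyme without compound and 100% = no enzyme blank; some results filed as inactive read as strong as hits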
CatS block – inhibitors of human cathepsin S | AID 501 | inhibition, %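 (tested at 5 µM per compound within 10-compound mixtures)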 | 0.06% of 62,000 active | recombinant cathepsin S, AMC dipeptide fluorescence, pooled mixtures; in the data active means inhibition above about 32%, passing the limit was not always enough;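 further: 0% = enzyme without compound and 100% = blank without enzyme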
Target sequence (P25774 115-331 limits assumed): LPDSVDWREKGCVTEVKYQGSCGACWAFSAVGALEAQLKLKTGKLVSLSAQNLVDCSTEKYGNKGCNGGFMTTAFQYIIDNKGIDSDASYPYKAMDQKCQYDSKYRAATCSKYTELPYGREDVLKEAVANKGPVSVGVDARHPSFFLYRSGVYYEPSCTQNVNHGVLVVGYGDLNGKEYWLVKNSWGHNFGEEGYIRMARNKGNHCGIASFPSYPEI
CatL block – blocks human cathepsin L protease activity; P07711; purified cathepsin L, fluorogenic substrate, fluorescence; inhibition, %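 (tested at 10 µM)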; 0.17% of 58,000 active; in the data active means inhibition above about 45%;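 further: 0% = enzyme with no compound and 100% = no enzyme blank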
Target sequence (P07711 114-288 limits assumed): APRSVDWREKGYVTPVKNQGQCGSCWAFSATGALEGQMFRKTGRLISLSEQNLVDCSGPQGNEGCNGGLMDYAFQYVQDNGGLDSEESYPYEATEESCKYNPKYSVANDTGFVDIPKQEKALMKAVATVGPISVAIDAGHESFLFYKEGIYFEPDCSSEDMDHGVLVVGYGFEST
Target sequence (P07711 292-333 limits assumed): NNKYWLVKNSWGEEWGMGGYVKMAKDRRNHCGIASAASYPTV
ROCK2 inh – ROCK2 (human) kinase inhibition. O75116. purified ROCK2, Kinase-Glo ATP depletion luminescence. inhibition, % at 6 µM. AID 604. 0.35% of 60,000 active;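 active means inhibition above the screen-wide mean inhibition plus 3 SD, cut at about 18% in these data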;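 further: plate controls were DMSO wells for no effect and Y-27632 control wells after no-enzyme background subtraction for full effect; many of its hits are not listed in these tables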
C1s inh – blocks human complement C1s protease activity. P09871. purified C1s, fluorogenic AMC substrate, pooled mixtures. mean inhibition % of two 10-compound mixtures (stronger effect = higher value), % at 5 µM (by protocol). 0.16% of 62,000 active. AID 538;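 active means inhibition above 20% in each of the two 10-compound mixture wells holding the compound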;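 further: 0% = enzyme wells lacking compound mixture and 100% = no-enzyme blank wells; some compounds called inactive have numbers as strong as hits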
JNK3 blocker – inhibitors of human JNK3 kinase. P53779. purified JNK3 kinase activity, HTS. inhibition, % at 8 µM. 0.61% of 60,000 active; in the data active means inhibition above about 17%;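 further: 0% = DMSO and 100% = reference inhibitor; many of its hits are not listed in these tables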
PKA kinase inh – PKA (human) kinase inhibition; P17612; PKA Kemptide phosphorylation, Kinase-Glo ATP luminescence; inhibition, % at 6 µM; 0.1% of 65,000 active; AID 524;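 active means inhibition above the screen-wide mean inhibition plus 3 SD, cut at about 21% in these data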; further: many of its hits are not listed in these tables
Cathepsin G inh – inhibitors of human cathepsin G. P08311. purified enzyme, AMC-tetrapeptide fluorescence, pooled mixtures. inhibition, % at 5 µM (by protocol). 0.2% of 62,000 active. AID 581;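 active means inhibition above 20% in each of the two mixture wells holding the compound; inactive means inhibition of 20% or less in either well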;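 further: 0% = enzyme control without mixture and 100% = blank lacking enzyme; strong numbers were not always called active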
Target sequence (P08311 21-244 limits assumed): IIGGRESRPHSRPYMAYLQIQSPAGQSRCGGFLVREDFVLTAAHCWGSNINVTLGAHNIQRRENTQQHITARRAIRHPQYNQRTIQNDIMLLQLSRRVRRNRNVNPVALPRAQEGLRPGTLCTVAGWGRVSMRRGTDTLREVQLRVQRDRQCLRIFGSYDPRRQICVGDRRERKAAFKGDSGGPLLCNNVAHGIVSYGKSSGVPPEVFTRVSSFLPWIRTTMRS
FXIa inh mix – blocks human factor XIa in pooled compound mixtures | P03951 | purified FXIa, fluorogenic substrate | inhibition, % at 5 µM | 0.19% of 62,000 active;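 further: each value is inhibition by a whole ten-compound pool holding the compound; 0% = enzyme with no mixture and 100% = wells lacking enzyme; strong numbers were not always called active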
Numbers without * were called inactive; . = not tested or not shown. Unless noted, no stated cut-off is given here; in the data, active means inhibition above about 20% (passing the limit was not always enough); inactive means the rest.

Compound | FXIIa mix inh | CatS block | CatL block | ROCK2 inh | C1s inh | JNK3 blocker | PKA kinase inh | Cathepsin G inh | FXIa inh mix
COc1c(O)ccc2cnn(-c3ccccc3C)c(=O)c12 | 1 | -5 | -4 | 4 | -47 | -4 | 3 | -2 | 7
Cc1c(C(=O)Nc2ccncc2)sc2nc(-c3ccccc3)cn12 | 4 | 7 | 0 | 8 | -12 | 2 | 3 | 1 | 6
CCOC(=O)c1[nH]c(C)c(C(=O)Nc2ccc(C)c(Cl)c2)c1C | -1 | 0 | -2 | -2 | 4 | -1 | -8 | 14 | 16
CN1CC(=O)N/C1=N\C(=O)Nc1ccc2c(c1)N(C)C(=O)CS2 | 18 | 10 | -1 | . | 0 | . | 5 | -1 | 6
O=C(NCc1ccco1)Oc1ccccc1 | 10 | 5 | -10 | -1 | -41 | 0 | -4 | -12 | -3
CC(NC(=O)NC(N)=O)(C(F)(F)F)C(F)(F)F | . | . | 4 | -4 | . | -8 | -8 | . | .
O=C(CNS(=O)(=O)c1ccc(Br)s1)N1CCCC1 | 9 | 16 | 3 | 1 | -7 | 0 | 0 | 5 | 6
Cc1nn(CC(=O)N2CCN(Cc3ccccc3)CC2)c(=O)c2ccccc12 | 3 | -1 | -5 | -1 | -10 | -12 | -6 | -2 | 3
COc1ccc(OC)c(C2CC(=O)N3CN(c4ccc(C)c(Cl)c4)CSC3=C2C#N)c1 (centres undefined) | -17 | 2 | -11 | 5 | -2 | 6 | 8 | 9 | 0
COc1ccc(C)cc1NC(=O)c1ccc(N(C)S(C)(=O)=O)cc1 | 0 | -3 | 9 | . | -16 | . | 3 | 0 | 6
c1cncc(-c2nnc(-c3ccco3)o2)c1 | -3 | 5 | 7 | 2 | 13 | 0 | -3 | 12 | 2
Cc1occc1C(=O)n1cnc2ccccc21 | 9 | -2 | 8 | 8 | -4 | 4 | 11 | 8 | -5
COc1ccc2c(CC(=O)OCC(=O)Nc3ccc4c(c3)OCO4)coc2c1 | 6 | 10 | 8 | 0 | 1 | -1 | 0 | -1 | 4
CCOc1ccc(CN(C(=O)c2ccco2)C2CCS(=O)(=O)C2)cc1 (centres undefined) | -3 | -27 | -7 | -8 | -48 | 4 | -3 | -32 | -41
CC(=O)N1CSCC1C(=O)N1CCN(c2ccc(N3CCOCC3)nn2)CC1 (centres undefined) | 6 | -1 | -6 | 1 | -14 | 2 | -7 | -4 | 5
Cc1nnc(SCc2cnc(-c3ccc(C(C)C)cc3)s2)n1C | 2 | 45 | 6 | 3 | 32 | 0 | 4 | 39 | 30
O=C(Cc1ccc(Cl)cc1)Nc1ccccc1CO | 6 | 7 | 2 | . | -12 | . | -3 | -6 | -3
CCc1nn2c(=O)cc(CSc3nc4sc5c(c4c(=O)n3C)CCCC5)nc2s1 | 1 | 6 | 3 | 7 | -8 | 0 | 6 | -1 | 5
C[C@]12CC[C@@H]3c4ccc(OS(=O)(=O)O)cc4CC[C@H]3[C@@H]1CCC2=O | 13 | -4 | -1 | 0 | 4 | 3 | -3 | 11 | -2
O=C(O)COc1ccccc1C1C2C(=O)N(c3ccccc3)C(=O)C2ON1c1ccccc1 (centres undefined) | 7 | 4 | 0 | 4 | -6 | -1 | 6 | -2 | 7
Cc1cccc(-c2nc3ccccc3c3nncn23)c1 | 1 | -4 | -1 | 5 | -14 | 5 | 10 | 4 | 5
Cc1c(C(=O)NCc2ccccn2)oc2ccccc12 | 4 | -3 | -5 | -1 | 3 | 6 | -3 | 2 | 4
CCOc1ccc(C2C(C#N)=C(N)Oc3cc(C)n(CCN4CCOCC4)c(=O)c32)cc1OCC (centres undefined) | . | . | 3 | 8 | . | 0 | 7 | . | .
Cc1cccc(OCc2nnc(SCc3nc4cc(C(F)(F)F)ccc4c(=O)[nH]3)o2)c1 | 6 | 6 | 0 | 3 | -7 | -6 | 3 | -1 | 2
O=C(NC1CCS(=O)(=O)C1)C1CCCCN1S(=O)(=O)c1ccc(Cl)cc1 (centres undefined) | -6 | 3 | 4 | . | 1 | . | 7 | 9 | 4
CCCCCC(=O)OC(CN1CCCCC1)CN1CCCC1=O (centres undefined) | 7 | 7 | 12 | 4 | -35 | -4 | 5 | -14 | -28
N#Cc1nc(-c2ccccc2F)oc1NCCN1CCOCC1 | -3 | -1 | . | 4 | -7 | -1 | 4 | 6 | 1
COc1cccc(N2C(=O)c3ccncc3C2=O)c1 | 6 | 6 | 29 | -1 | -59 | -6 | -2 | -8 | 5
COc1ccc(-c2nc3nc(C)cc(C)n3n2)cc1 | 2 | -12 | -10 | -9 | -54 | -5 | -1 | 5 | 2
N#CCCn1c(SCC(=O)N2CCN(S(=O)(=O)c3ccccc3)CC2)nc2ccccc21 | 1 | 5 | 3 | 7 | -8 | 4 | 11 | -4 | 9
CC(C)CN(Cc1cc2ccccc2[nH]c1=O)C(=O)c1cccnc1 | 10 | 8 | 11 | 0 | 17 | 0 | -11 | 12 | 6
COC(=O)c1c(C(=O)OC)c2oc3ccccc3n2c1Cl | 2 | -5 | -3 | . | -20 | . | 5 | 7 | -10
Cc1nnc(NC(=O)c2ccc3ccccc3c2)o1 | -17 | -2 | -6 | . | -11 | . | 10 | 4 | -4
COc1ccc(-c2cc(-c3cc(F)ccc3O)[nH]n2)cc1OC | 4 | -5 | 7 | 3 | -11 | -3 | -4 | 1 | 4
CCn1cc(C(=O)NCC2CCCO2)c(=O)c2cc(S(=O)(=O)N3CCCCCC3)ccc21 (centres undefined) | 1 | 3 | 1 | 5 | 2 | -6 | 11 | 1 | 2
CCC(=O)N1CCCc2cc(S(=O)(=O)N3CCC(N4CCCCC4)CC3)ccc21 | 23 | -20 | 22 | 4 | -235 | -1 | 8 | -21 | -28
O=C(CN1C(=O)C2CCCN2C(=O)c2ccccc21)Nc1ccccc1-n1cccc1 (centres undefined) | 4 | -3 | -3 | -1 | 20 | 1 | 7 | 10 | 8
COc1ccc2[nH]c(=O)c(CN(Cc3nnnn3Cc3ccccc3)CC3CCCO3)cc2c1 (centres undefined) | 0 | -5 | -6 | -2 | -26 | -5 | -5 | -1 | 6
O=C(C(Cc1ccccc1)N1C(=O)C2C3C=CC(C3)C2C1=O)N1CCCCC1 (centres undefined) | 11 | -3 | 12 | . | -26 | . | 2 | -12 | 4
CC(=O)c1c(C)c[nH]c1C | 3 | 0 | 1 | 0 | 6 | -8 | 2 | 7 | 7
CCC1CCCCN1S(=O)(=O)c1ccc(NC(=O)CSc2ncccc2C(=O)O)cc1 (centres undefined) | 21 | -4 | . | 0 | -3 | -5 | 10 | -6 | 10
CCOC(=O)c1ccccc1NC(=O)CN(c1ccccc1OCC)S(C)(=O)=O | 7 | 12 | . | 6 | 14 | 3 | 10 | 9 | 10
COc1ccc(NC(=O)C2CCC(=O)N2S(=O)(=O)c2ccc(C)cc2)c(OC)c1 (centres undefined) | 1 | -3 | 2 | 13 | -8 | 4 | 2 | 19 | 4
COC(=O)[C@H](CCSC)NC(=O)NC1CCN(Cc2ccccc2)CC1 | -1 | -5 | 2 | 3 | -17 | -8 | 8 | 8 | 2
CCc1ccccc1NC(=O)CCc1nc(-c2ccc(C)cc2)no1 | 4 | 4 | 1 | 3 | -4 | 0 | 0 | 3 | 5
Cc1cc(C)n(-c2cc(-n3nc(C)cc3C)ncn2)n1 | -3 | -6 | 14 | -1 | 14 | 0 | -1 | 10 | 8
CCCn1nnnc1SCC(=O)c1ccc2c(c1)OCCO2 | -4 | 9 | 2 | 8 | -32 | -6 | 5 | -3 | 1
CC1CCCCN1CCNC(=O)C1CCN(S(=O)(=O)c2cccc3cccnc23)CC1 (centres undefined) | 19 | -9 | -2 | -5 | 12 | 0 | -10 | 9 | 9
CCOc1ccc(NC(=O)Nc2ccc3c(c2)N(C)C(=O)CS3)cc1 | 4 | 5 | -7 | 3 | 0 | -2 | 12 | 25 | 16
Cc1ccc(C(=O)NC2CCS(=O)(=O)C2)cc1S(=O)(=O)N1CCOCC1 (centres undefined) | 2 | -6 | 6 | 2 | 7 | -11 | 0 | 7 | 5
CC(C)[C@H](NC(=O)Nc1cccc(C(F)(F)F)c1)C(=O)O | 1 | 3 | 3 | 2 | -8 | -5 | 6 | 10 | 2
NC(=O)c1cc2ccc(O)cc2oc1=NCc1ccccc1 | -3 | -8 | -158 | 2 | -100 | -4 | 7 | -7 | -12
CCOC(=O)Cn1ncc2c(=O)oc3ccccc3c21 | -18 | 2 | 0 | 4 | 10 | 1 | 12 | 11 | 8
COc1ccc(-c2noc(CCC(=O)N(C)c3cccc(C)c3)n2)cc1 | 9 | 3 | -6 | . | 15 | . | -2 | 10 | 2
COc1ccc(CN/C=C2\CCCCC2=O)cc1 | -27 | -2 | 6 | 8 | -2 | 8 | 11 | 10 | 4
CCN(CC)S(=O)(=O)c1ccc2[nH]cc(C(=O)NCCN3CCCCCC3)c(=O)c2c1 | 8 | -5 | -3 | 1 | -17 | -3 | -3 | -12 | -12
Cc1ccc(NC(=O)c2ocnc2C)cc1Cl | 10 | 7 | 0 | . | 6 | . | 1 | 7 | 2
C=CCNC(=O)C1CC(=O)N(c2ccc(OCC(=O)Nc3cccc(OC)c3)cc2)C1 (centres undefined) | 4 | 11 | 11 | 2 | 18 | 1 | 5 | 12 | 4
O=C(Nc1ccc2c3c(cccc13)CC2)c1ccco1 | 6 | 2 | -1 | . | -4 | . | 7 | -2 | 3
CCOC(=O)Cn1c(=O)c2c(nc3n2CCCCN3c2ccc(OCC)cc2)n(C)c1=O | -23 | 9 | 5 | 5 | 12 | 2 | 8 | 13 | 2

(cont.)
Compound | FXIIa mix inh | CatS block | CatL block | ROCK2 inh | C1s inh | JNK3 blocker | PKA kinase inh | Cathepsin G inh | FXIa inh mix
Cc1nc2ccc(S(=O)(=O)NC(C(=O)N3CCCCCC3)C(C)C)cc2s1 (centres undefined) | 10 | -2 | . | 2 | -7 | -7 | 7 | 0 | 4
CCOC(=O)C1CCN(C(c2cccs2)c2sc3nc(C)nn3c2O)CC1 (centres undefined) | 4 | 24 | . | 5 | -22 | -6 | 9 | -5 | 4
Cc1cc(N2CCCN(C)CC2)nc2cc(Cl)ccc12 | 5 | 11 | -4 | 2 | 2 | -1 | 5 | -1 | 2
CC(C)NC(=O)CCCc1cn(C)c2ccccc12 | 11 | 7 | 10 | 3 | -2 | -3 | 4 | 9 | -1
CCNC(=O)NCCc1c[nH]c2ccc(Cl)cc12 | 8 | -6 | 17 | 0 | -39 | -2 | -2 | 7 | -4
CCOC(=O)c1c(N)sc2c(NC(C)=O)cccc12 | 1 | 2 | 5 | 3 | -61 | -2 | 6 | -6 | -9
CCC(C)(C)n1nnnc1C(C(C)C)N1CCC(C(N)=O)CC1 (centres undefined) | -1 | -13 | 7 | 2 | 9 | -10 | -2 | 9 | 5
COc1cc(NC(=O)C2COc3ccccc3O2)c(OC)cc1Cl (centres undefined) | 3 | 2 | -2 | -11 | 3 | -6 | 4 | 0 | 13
CCOCCCn1c(=N)c(C(N)=S)cc2c(=O)n3cccc(C)c3nc21 | 2 | -9 | -22 | -6 | -159 | -3 | 5 | -28 | -32

Complete entries, looked up by structure.
Entry for CCOCCCn1c(=N)c(C(N)=S)cc2c(=O)n3cccc(C)c3nc21 → FXIIa mix inh: 2; CatS block: -9; CatL block: -22; ROCK2 inh: -6; C1s inh: -159; JNK3 blocker: -3; PKA kinase inh: 5; Cathepsin G inh: -28; FXIa inh mix: -32
Entry for CCOC(=O)C1CCN(C(c2cccs2)c2sc3nc(C)nn3c2O)CC1 (centres undefined) → FXIIa mix inh: 4; CatS block: 24; CatL block: .; ROCK2 inh: 5; C1s inh: -22; JNK3 blocker: -6; PKA kinase inh: 9; Cathepsin G inh: -5; FXIa inh mix: 4
